Bioassay records: PubChem BioAssay, several laboratories
Insulin prom inh = TRM-6 insulin promoter activity inhibition. inhibition, % at 2 µM. AID 1273. TRM-6 cells (human fetal islet line), insulin promoter-eGFP reporter, imaging; reporter expression induced with tamoxifen. actives 0.9% (n = 130,000);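 active = inhibition above the mean plus 3 SD, with well images judged a real hit on visual review, cut at about 60% in these data, passing the limit was not always enough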
SDO1 yeast rescue = restores growth of sdo1-depleted yeast; z-score at 10 µM; S. cerevisiae sdo1-depleted JHY4D growth rescue, OD600 30 h; hits give high values; pdr5 snq2 efflux-pump mutant strain; actives 0.21% (n = 140,000);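 active = z-score above 3 at both the 24 hr and the 30 hr optical density reads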;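 also: z-score against mean and SD of all compound wells on the same plate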
SDO1 yeast rescue Rescue 24 h = also measured in SDO1 yeast rescue; calls as there; z-score; S. cerevisiae sdo1-depleted JHY4D growth rescue, OD600; measured here: growth rescue at 24 h;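 0 is the plate mean of compound wells and units are plate SD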
The depositor's hits bear a star; i = inactive; / = no result given; & = joins results of further samples; [ ] = remark or other dose.

The opening four records, to show the layout:
SMILES	Insulin prom inh	SDO1 yeast rescue	SDO1 yeast rescue Rescue 24 h
CCN(C(=O)COC(=O)c1cc(S(=O)(=O)N2CCc3ccccc32)ccc1OC)C1CCS(=O)(=O)C1 (configuration not stated)	10.5	/	/
CCCC1C(c2ccc(OC)cc2)C(C#N)(C#N)C2(C#N)CC1(N)NC2=O (configuration not stated)	28.6	0.03	0.01
C=CCn1c(COc2ccc(CC)cc2)nnc1SC/C(O)=C(\C#N)c1nc2ccccc2[nH]1	26.7	0.2	2.41
Cc1ccc(S(=O)(=O)N2CCN(C(=O)CSc3nc4ccccc4o3)C2)cc1	/	0.05&-0.84	-0.65&-1.11

All compounds of this part, from the first entry:
SMILES	Insulin prom inh	SDO1 yeast rescue	SDO1 yeast rescue Rescue 24 h
CCN(C(=O)COC(=O)c1cc(S(=O)(=O)N2CCc3ccccc32)ccc1OC)C1CCS(=O)(=O)C1 (configuration not stated)	10.5	/	/
CCCC1C(c2ccc(OC)cc2)C(C#N)(C#N)C2(C#N)CC1(N)NC2=O (configuration not stated)	28.6	0.03	0.01
C=CCn1c(COc2ccc(CC)cc2)nnc1SC/C(O)=C(\C#N)c1nc2ccccc2[nH]1	26.7	0.2	2.41
Cc1ccc(S(=O)(=O)N2CCN(C(=O)CSc3nc4ccccc4o3)C2)cc1	/	0.05&-0.84	-0.65&-1.11
CCOCCOC(=O)C1=C(C)N(C)C(=O)NC1c1ccccc1F (configuration not stated)	28.8	0.79	1.22
O=c1c(-c2ccc(F)cc2)[n+]([O-])c2ccccc2n1OCc1ccccn1	-13.3	/	/
COc1cccc(OC)c1Oc1ccc(C(F)(F)F)cn1	28.2	0.1	-1.01
Fc1ccc2[nH]c3c(NCCN4CCOCC4)ncnc3c2c1	18.6	1.43	1.2
CCOc1ccc(NS(=O)(=O)c2cc(OCC(N)=O)c(C)cc2Cl)cc1	-35.7	0.2	-1.37
O=C1CC(C(=O)N(c2cccc(F)c2)C(C(=O)NC2CCCC2)c2ccccn2)CS1 (configuration not stated)	/	-1.07	-2
CCc1nnc(NC(=O)c2c(O)c3c([nH]c2=O)CCCC3)s1	-21.4	-0.7	-0.18
COc1ccc(/C=C2\CCCC3C2=NN(C(=O)c2scnc2C)C3c2ccc(OC)c(OC)c2)cc1OC (configuration not stated)	-7.1	0.79	1.6
CC1CCN(CCCNC(=O)c2ccc(CS(=O)(=O)Cc3ccccc3F)o2)CC1	-10.0	0.83	0.32
Cc1ccc([N+](=O)[O-])cc1N=Cc1ccc(Br)s1	-27.8	-0.05[9.3 µM]	0.4
C=CCn1c(CSCc2ccc(Cl)cc2)nnc1SCC(=O)NCc1ccccc1	-29.7	-1.37	-0.54
COc1cc([N+](=O)[O-])ccc1NC(=O)CCCOc1cc(C)ccc1C	/	-0.01	-0.32
COC(=O)c1ccc(NS(=O)(=O)c2ccc(SC)cc2)cc1	i	-0.6	-0.39
COc1ccc(C)cc1S(=O)(=O)N(C)CC(=O)N1CCC(C)CC1	-62.5	1.15	1.72
Cc1nn(C)c(C(=O)NNC(=S)NCC(C)C)c1Cl	25.0	0.56	0.82
CSc1ccc(/C=C(/Sc2nnc(-c3ccccc3)o2)C(=O)O)cc1	80.0*	/	/
Cc1cc(C)nc(SC(C)C(=O)Nc2ccc(S(N)(=O)=O)cc2)n1 (configuration not stated)	-187.5	0.01	-0.08
CN(C(=O)COC(=O)CCc1c[nH]c2ccccc12)C(c1ccccc1)c1ccccc1	/	-0.14	0.79
CCOC(=O)/C(=N\Nc1cc(Cl)ccc1Cl)N1CCN(CC)CC1	/	0.28	-0.06
Cc1cc(=O)oc2cc(OCC(=O)NCc3cccnc3)ccc12	41.7	-0.53	-1.01
CCOc1cc(/C=C\c2[nH]c(=O)[nH]c(=O)c2[N+](=O)[O-])ccc1OC(C)CC (configuration not stated)	/	0.51	0.57
C/C(=C/C(=O)NCc1ccccc1)C(=O)O	-34.9	0.64	0.34
COc1cccc(C(=O)NCC(=O)N/N=C/c2cccs2)c1	/	0.52	-0.15
O=[N+]([O-])c1cccc(/C=N/NC2=NCCCCC2)c1	31.2	0.84	0.38
CCCCNC(=O)c1onc(CSc2cccc(Cl)c2)c1C(=O)O	48.6	-0.17	-0.02
O=C(Nc1ccc2c(c1)OCO2)c1c(Cl)nc2sccn12	/	-0.56	-0.53
O=C(Nc1ccccc1)c1ccc2snnc2c1	33.3	/	/
C(=N\n1cnnc1)/c1ccc2ncccc2c1	53.9	0.42	1.07
Cc1cccc(C)c1NC(=O)CS(=O)CC(=O)NC1CCCc2ccccc21 (configuration not stated)	-50.0	1.1	0.88
C=CCn1c(C(c2ccccc2)c2ccccc2)n[nH]c1=S	28.6	0	-0.56
Cc1ccc(Cl)cc1NC1=C/C(=N\S(=O)(=O)c2cccs2)c2ccccc2C1=O	-11.9	-2.47	-1.66
COc1ccccc1C(=O)Nc1ccc(C(=O)O)cc1	4.1	1.06	0.76
Cn1c(C(=O)N2CCCC(C(=O)NCCCc3ccccc3)C2)cc2sccc21 (configuration not stated)	10.3	-1.57	-1.39
O=C(Nc1nc2cc3c(cc2s1)OCO3)C1=COCCO1	31.7	1.6	1.13
COC(=O)c1ccccc1NC(=O)N1CCN(c2ccccc2)CC1	-10.5	/	/
CC(=O)NC(CCS(C)(=O)=O)C(=O)Nc1cccc(C)c1C (configuration not stated)	/	0.92	0.98
CCC(=O)Nc1nc2cc(OC)ccc2s1	-9.7	0.09	0.17
CC(C)C(c1nnnn1CCc1ccccc1)N1CCC(C(N)=O)CC1 (configuration not stated)	30.8	/	/
O=C(Nc1ccc(N2CCOCC2)nc1)c1ccc(F)cc1	2.3	1.36	-0.18
COc1ccc(-c2cc(C(=O)NC3CCCC3)no2)cc1OC	/	0.08	0.14
CC(NC(=O)Cn1cc2c(n1)CCCCC2)c1ccccc1 (configuration not stated)	/	0.07	-0.63
CCOc1ccccc1OCCOc1ccc(F)cc1	/	-0.12	-0.48
CCc1ccccc1NC(=O)CN1C(=O)C2CCCN2c2ncc(Cl)cc21 (configuration not stated)	0.0	-0.05	-0.92
COc1cc2c(C(=O)N3CCN(c4cccc(Cl)c4)CC3)cn(CC(C)C)c(=O)c2cc1OC	25.7	-0.99	-0.97
Cc1cnc(C(=O)Nc2cccc3cccnc23)cn1	/	-1.23	-0.75
O=C(NCc1ccco1)c1ccc(F)c(S(=O)(=O)N2CCCCC2)c1	50.0	/	/
O=C(O)c1cc(N2N=C(C(F)(F)F)/C(=C/C=C/c3ccco3)C2=O)ccc1Cl	40.0	/	/
Cc1ccc(OCC(=O)OC2CCS(=O)(=O)C2)cc1 (configuration not stated)	/	0.53	0.3
Cc1ccc(S(=O)(=O)N/N=C/c2cccs2)cc1	-9.1	/	/
O=C(CCl)c1ccc2c(c1)CCN2C(=O)C1CCCCC1	15.4	/	/
CCN(CC)S(=O)(=O)c1ccc2c(c1)c(C(=O)O)cn2C	/	-0.04	-0.67
O=C(NO)c1ccc(OC(F)F)cc1	9.1	0.55	0.27
Cc1ccc(CNC(=O)N2CCN(C)CC2)cc1	/	-0.26	-1.06
CCCCNC(=O)c1cc2c(-c3ccc(Cl)cc3)nn(C)c2s1	/	-2.38	-1.17
CCOc1ccc(N2C(=O)CC(NCCc3c[nH]c4ccccc34)C2=O)cc1 (configuration not stated)	0.0	/	/
Cc1c(C(=O)NCC2CCCO2)oc2ccc(S(=O)(=O)N3CC(C)CC(C)C3)cc12 (configuration not stated)	/	-1.97	-1.25

4 of these compounds, reformatted:
O=C(CCl)c1ccc2c(c1)CCN2C(=O)C1CCCCC1
  Insulin prom inh: 15.4	SDO1 yeast rescue: /	SDO1 yeast rescue Rescue 24 h: /

CCc1ccccc1NC(=O)CN1C(=O)C2CCCN2c2ncc(Cl)cc21 (configuration not stated)
  Insulin prom inh: 0.0	SDO1 yeast rescue: -0.05	SDO1 yeast rescue Rescue 24 h: -0.92

COc1cc2c(C(=O)N3CCN(c4cccc(Cl)c4)CC3)cn(CC(C)C)c(=O)c2cc1OC
  Insulin prom inh: 25.7	SDO1 yeast rescue: -0.99	SDO1 yeast rescue Rescue 24 h: -0.97

O=C(NO)c1ccc(OC(F)F)cc1
  Insulin prom inh: 9.1	SDO1 yeast rescue: 0.55	SDO1 yeast rescue Rescue 24 h: 0.27

Remaining list, next part:
SMILES	Insulin prom inh	SDO1 yeast rescue	SDO1 yeast rescue Rescue 24 h
CCSc1nnc(NC(=O)C2CCN(S(=O)(=O)c3c(C)c(C)cc(C)c3C)CC2)s1	3.3	0.31	0.99
CCOC(=O)c1cc(CC)sc1NC(=O)COc1ccc2c(C)cc(=O)oc2c1	10.3	-1.01	-0.16
O=C(Nc1ccc(Cl)c([N+](=O)[O-])c1)C(NCCCO)c1ccccc1 (configuration not stated)	3.7	-0.34	-0.31
C=CCOc1ccc(/C(O)=C2\C(=O)C(=O)N(CCCOC)C2c2ccc(O)c(OC)c2)cc1 (configuration not stated)	-42.4	1.06	0.35
CC(NC(=O)Cc1ccc(F)cc1)c1ccc(F)cc1 (configuration not stated)	18.9	-0.51	-1.42
CCOC(=O)N1CCN(C(=O)c2nn(-c3ccc(C)cc3)c(=O)c3c2c2ccccc2n3C)CC1	-29.6	-0.65	0.62
CCOC(=O)CC(=O)CSC1=C(C#N)C(c2ccccc2OC)CC(=O)N1 (configuration not stated)	/	0.35	0.55
COc1ccc(OCCSc2n[nH]c(N)n2)cc1	34.5	0.26	0.63
NS(=O)(=O)c1cccnc1Nc1cccc(C(F)(F)F)c1	62.9	0.23	-0.24
COC(=O)c1c(C)oc2ccc(N(C(=O)c3ccncc3)S(=O)(=O)c3ccc(C)cc3)cc12	-8.6	-0.97	-0.24
CCOC(=O)c1sc(NC(=O)c2cc(-c3ccccc3)nc3ccccc23)c(C#N)c1C	-14.3	-0.89	-0.19
FC(F)(F)c1cnc(Oc2cccc3ccccc23)c(Cl)c1	41.2	0.87	-0.43
CCN(C(=O)COC(=O)c1cccnc1Nc1cccc(C(F)(F)F)c1)C1CCS(=O)(=O)C1 (configuration not stated)	-9.1	-0.89	-1.01
CCC(=O)Nc1nc(C)cc(SCC(=O)OC)n1	/	-0.98	-0.41
CCCCC(=O)Nc1ccc(C(=O)NCc2ccncc2)cc1	0.0	-0.18	-0.24
C=CCc1ccccc1OCC(O)CN1CCN(CCN2C(=O)c3cccc4cccc(c34)C2=O)CC1 (configuration not stated)	-51.7	0.1	0.39
O=C(OCC(=O)C12CC3CC(CC(C3)C1)C2)c1cccnc1	16.7	/	/
CN(c1ccccc1)S(=O)(=O)c1ccc(C(=O)Nc2nnc(-c3ccco3)o2)cc1	-145.4	/	/
C#CCOCCOCCOCCNc1nc(N2CCN(C(=O)[C@H]([C@@H](C)CC)n3cc(CCCN=C(N)N)nn3)CC2)nc(N2CCN(C(=O)[C@H](CCCCN)n3cc(CCCC)nn3)CC2)n1	5.0	-0.2	-0.06
CSC1=C(C#N)C(c2cccc(Br)c2)CC(=O)N1 (configuration not stated)	1.8	-0.16	0.1
C/C(O)=c1/ccc2cccc3nc(C)nc1c23	/	1.21	0.66
O=C(COc1ccc(Cl)cc1)N1CCN(c2ccc([N+](=O)[O-])c(N3CCOCC3)c2)CC1	6.7	-0.39	-0.49
COc1ccc(CCN2C(=O)C3C4C=CC(C3C2=O)C2C(=O)N(CCc3ccc(OC)c(OC)c3)C(=O)C42)cc1OC (configuration not stated)	-46.7	0.01	-0.8
Cc1cc(C)c(OCCCCCNCCO)c(C)c1	-32.3	-0.07	-0.07
O=C(Nc1nncs1)c1ccc(N2C(=O)C3C4C=CC(C4)C3C2=O)cc1 (configuration not stated)	-107.7	1.38	1.24
C=CCn1c(NC(=O)c2ccc(C)cc2)c(C#N)sc1=N	/	-1.73	-1.28
CSc1nsc(SC)c1NC(=O)OCc1ccccc1	30.8	-0.46	-0.86
O=C(NCc1ccc(Cl)cc1)c1ccc(Br)o1	5.4	1.23	1.09
CC(C)(C)C(=O)N(CCN(C(=O)C(C)(C)C)c1ccccc1)c1ccccc1	-71.4	-0.58	-0.18
CC1(C)C(c2cccs2)=[N+]([O-])C2(CCCCC/C2=N\NC(N)=S)N1O (configuration not stated)	39.1	0.53	0
O=C(CSc1nc(N2CCCCC2)nc(N2CCCCC2)n1)c1ccccc1	9.3	-1.63	-1.36
O=C1c2ccc3c4c(ccc(c24)C(=O)N1c1cccc(O)c1)CC3	-44.4	/	/
O=C(CSc1nc(O)c(Cc2ccccc2F)c(=O)[nH]1)N1CCCCCC1	/	0.19	0
CCCN1CNC(=S)N(CCc2ccccc2)C1	/	-0.11	-0.74
COc1cccc(-n2c(=O)c3cc(OC)c(OC)cc3n(CC(=O)Nc3cc(C)[nH]n3)c2=O)c1	-11.1	1.22	0.32
N#C/C(=C(/O)CN1CCOCC1)c1nc2ccccc2s1	45.0	1.47	1.12
CC1CCCN(S(=O)(=O)c2ccc(N(C(=O)c3cnccn3)C(C(=O)NC3CCCCC3)c3cccs3)cc2)C1 (configuration not stated)	-47.4	-0.41	-0.75
Cc1nnc(SCc2ccc(Cl)cc2)n1CC1CCCO1 (configuration not stated)	36.4	1.36	0.84
CCOc1cc2[nH]c(=S)n(CCc3ccc(OC)c(OC)c3)c(=O)c2cc1OCC	6.7	-0.23	2.1
CCOC(=O)CSc1nnc(Cn2nnc(-c3ccccc3)n2)n1C	-18.8	-0.17	-0.07
COc1ccc(C(NC(=O)C2CCCCC2)c2c(O)ccc3ccccc23)cc1 (configuration not stated)	12.0	0.12	0.05
Nc1ccc2nc(-c3ccccn3)[nH]c2c1	37.9	2.5	1.96
CC(=O)c1cc(-c2ccccc2)n(CC(=O)Nc2ccc(C)c(C)c2)c1C	36.7	-0.13	1.23
COc1cc2cc(CN(CCO)S(=O)(=O)c3ccccc3Cl)c(=O)[nH]c2cc1OC	-11.1	1	0.73

Some of the compounds tested; rates above refer to the full screens.
